Compound activity deposited in PubChem by several laboratories.
CendR NRP1 mod: NRP-1/CendR interaction modulation | FAM-RPARPAR peptide binding to NRP-1, fluorescence polarization | O14786 | 0.85% of 360,000 active | inhibition, % at 25 µM;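 active = inhibition or corrected inhibition above about 18%, plus a signal ratio from 0.5 to 1.5, limit read from the data, passing the limit was not always enough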; also: strong numbers were not always called active
PABP1 MLLE inh: inhibitors of microRNA-mediated deadenylation, human PABP1 MLLE binding; P11940; GST-MLLE / FITC-PAM2 fluorescence polarization; inhibition, % at 20 µM; 0.36% of 360,000 active; AID 588489; in the data active = inhibition above about 35%, passing the limit was not always enough;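 also: plate controls were DMSO wells with GST-MLLE for no effect and wells lacking GST-MLLE protein for full effect; some results filed as inactive read as strong as hits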
MT1-MMP act inh: inhibitors of human MT1-MMP activation | P50281 | HT1080 RFP-PRO-GFP cells, GFP/RFP ratio fluorescence, overnight; percent of plate control window, DMSO zero | GFP/RFP ratio change, % at 20 µM | 0.061% of 360,000 active;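 active = GFP/RFP ratio change of at least 30% with cell ATP level not reduced by more than half and red fluorescence within 50% of control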; also: strong numbers were not always called active
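Material: RFP-PRO-GFP reporter HT1080 cells. Dosing: single-point 20 µM compound, 1% DMSO. Controls: DMSO and RFP-L50D-GFP cell wells. Timing: cells overnight before dosing, compound overnight, 37 °C, 5% CO2. Measure: GFP/RFP fluorescence ratio.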
E coli Lon inh: inhibits E. coli Lon protease | P0A9M0 | purified E. coli Lon protease, fluorescence polarization | inhibition, % at 7.94 µM | 0.42% of 360,000 active | AID 602123; in the data active = inhibition above about 13%, passing the limit was not always enough;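 also: 0% = enzyme with probe and DMSO and 100% = no enzyme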
SKN-1 inh: C. elegans SKN-1 inhibition | C. elegans VP596 Pgst-4::GFP/RFP ratio, acrylamide-induced, 24 h | inhibition, % at 21.8 µM | 0.49% of 360,000 active;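 active = interference check ratio from 0.5 to 1.5 plus GFP to RFP signal ratio inhibition reaching or exceeding a fixed threshold, cut at about 30% in these data, passing the limit was not always enough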; also: some compounds called inactive have numbers as strong as hits
Neddyl block: cullin neddylation inhibition. calls only at 25 µM. 0.58% of 360,000 active. TR-FRET cullin neddylation, biochemical; in the data active = inhibition above about 36%
FAS-TE inh: inhibitors of human fatty acid synthase thioesterase domain; inhibition, % at 15 µM; recombinant FAS-TE, OMFH fluorogenic substrate, fluorescence endpoint; 0.67% of 360,000 active; P49327;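 active = compounds whose normalised, plate-corrected inhibition of enzyme fluorescence in the single-dose primary screen is 50% or more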;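 also: 0% = DMSO with enzyme and 100% = substrate without enzyme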
MsrA act: bovine methionine sulfoxide reductase A activation; purified bovine MsrA, absorbance read-out; activation, % at 10.6 µM; 0.3% of 360,000 active; AID 602163; in the data active = activation above about 7.5%;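 also: 0% = vehicle and 100% = reference activator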
Rin1-Abl PPI inh: blocks binding of human Rin1 to Abl. P00519+Q13671. TR-FRET Rin1/Abl binding, biochemical. inhibition, % at 7.35 µM. 0.4% of 360,000 active. AID 588664; in the data active = inhibition above about 5%, passing the limit was not always enough
Target sequence (P00519 whole entry, looked up): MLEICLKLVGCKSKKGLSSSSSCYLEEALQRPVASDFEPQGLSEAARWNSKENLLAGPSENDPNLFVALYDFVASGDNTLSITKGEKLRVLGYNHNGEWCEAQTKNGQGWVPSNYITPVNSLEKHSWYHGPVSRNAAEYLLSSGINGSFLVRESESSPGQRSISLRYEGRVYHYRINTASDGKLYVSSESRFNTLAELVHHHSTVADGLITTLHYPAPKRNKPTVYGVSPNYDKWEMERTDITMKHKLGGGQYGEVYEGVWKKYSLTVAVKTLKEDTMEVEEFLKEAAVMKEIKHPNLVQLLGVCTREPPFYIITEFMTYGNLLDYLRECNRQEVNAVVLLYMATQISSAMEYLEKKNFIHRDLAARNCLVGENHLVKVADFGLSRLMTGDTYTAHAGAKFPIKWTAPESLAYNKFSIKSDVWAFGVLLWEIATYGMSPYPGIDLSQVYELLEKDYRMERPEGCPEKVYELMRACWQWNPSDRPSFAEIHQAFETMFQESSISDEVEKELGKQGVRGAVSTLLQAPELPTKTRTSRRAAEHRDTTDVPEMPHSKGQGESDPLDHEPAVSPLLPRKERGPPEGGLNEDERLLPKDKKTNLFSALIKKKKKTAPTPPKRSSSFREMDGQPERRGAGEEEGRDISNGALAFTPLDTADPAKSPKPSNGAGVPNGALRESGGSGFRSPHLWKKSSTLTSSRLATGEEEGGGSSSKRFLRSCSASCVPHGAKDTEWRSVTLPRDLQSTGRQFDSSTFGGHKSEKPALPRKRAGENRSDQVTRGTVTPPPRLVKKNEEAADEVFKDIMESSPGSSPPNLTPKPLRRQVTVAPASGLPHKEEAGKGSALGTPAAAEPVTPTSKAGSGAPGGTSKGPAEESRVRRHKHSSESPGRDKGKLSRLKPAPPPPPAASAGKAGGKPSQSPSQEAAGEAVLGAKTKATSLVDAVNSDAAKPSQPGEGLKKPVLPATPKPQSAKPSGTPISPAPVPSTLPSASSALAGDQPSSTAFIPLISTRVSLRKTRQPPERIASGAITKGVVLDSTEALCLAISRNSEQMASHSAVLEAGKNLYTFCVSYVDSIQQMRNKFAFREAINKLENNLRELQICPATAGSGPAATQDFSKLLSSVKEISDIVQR
Target sequence (Q13671 whole entry, looked up): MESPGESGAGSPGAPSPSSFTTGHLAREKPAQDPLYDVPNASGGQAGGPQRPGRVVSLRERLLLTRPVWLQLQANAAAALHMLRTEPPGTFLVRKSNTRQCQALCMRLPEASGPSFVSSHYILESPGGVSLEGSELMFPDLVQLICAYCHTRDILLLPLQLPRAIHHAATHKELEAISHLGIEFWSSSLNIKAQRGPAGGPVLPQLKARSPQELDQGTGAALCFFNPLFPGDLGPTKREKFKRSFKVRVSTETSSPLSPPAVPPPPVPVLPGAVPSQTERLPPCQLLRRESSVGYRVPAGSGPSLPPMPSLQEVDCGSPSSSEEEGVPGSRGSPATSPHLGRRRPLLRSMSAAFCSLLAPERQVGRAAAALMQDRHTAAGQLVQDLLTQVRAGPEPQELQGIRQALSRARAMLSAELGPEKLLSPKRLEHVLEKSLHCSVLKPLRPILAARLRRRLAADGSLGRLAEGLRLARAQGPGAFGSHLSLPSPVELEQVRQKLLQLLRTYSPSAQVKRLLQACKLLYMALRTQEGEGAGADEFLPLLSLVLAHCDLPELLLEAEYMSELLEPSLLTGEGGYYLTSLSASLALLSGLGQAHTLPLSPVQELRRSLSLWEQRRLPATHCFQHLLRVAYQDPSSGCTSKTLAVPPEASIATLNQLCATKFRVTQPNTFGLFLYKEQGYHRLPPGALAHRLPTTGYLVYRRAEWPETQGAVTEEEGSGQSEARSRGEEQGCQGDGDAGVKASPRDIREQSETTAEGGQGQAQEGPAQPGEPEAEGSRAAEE
Numbers without * were called inactive.

Screening COc1ccc(S(C)(=O)=O)cc1S(C)(=O)=O returned CendR NRP1 mod -6, PABP1 MLLE inh -3, MT1-MMP act inh 2, E coli Lon inh 4, SKN-1 inh 5, Neddyl block inactive, FAS-TE inh -6, MsrA act -10 and Rin1-Abl PPI inh 1.
Screening CCCCNC(=O)CCn1c(=O)c2ccccc2n(CC(=O)NCCc2ccc(OC)c(OC)c2)c1=O returned CendR NRP1 mod 16, PABP1 MLLE inh -6, MT1-MMP act inh -2, E coli Lon inh -2, SKN-1 inh -14, Neddyl block inactive, FAS-TE inh -3, MsrA act -8 and Rin1-Abl PPI inh 0.
`CN(Cc1ccccc1)C(=O)c1[nH]cnc1C(=O)NCC(=O)OC(C)(C)C` gave CendR NRP1 mod 2, PABP1 MLLE inh 11, MT1-MMP act inh 4, E coli Lon inh 6, SKN-1 inh 8, Neddyl block inactive, FAS-TE inh -10, MsrA act -2 and Rin1-Abl PPI inh 2.
COc1ccc(CNC(=O)[C@@H]2CC=C[C@@H]3CCN(C4CCCCC4)C(=O)[C@@H]32)cc1 was read as CendR NRP1 mod 15, PABP1 MLLE inh 2, MT1-MMP act inh 0, E coli Lon inh -22, SKN-1 inh 10, Neddyl block inactive, FAS-TE inh -3, MsrA act -1 and Rin1-Abl PPI inh 3.
O=C(O)c1[nH]c2ccccc2c1C(c1cc(Cl)cc([N+](=O)[O-])c1O)c1c(C(=O)O)[nH]c2ccccc12 was read as CendR NRP1 mod -51, PABP1 MLLE inh 12, MT1-MMP act inh 3, E coli Lon inh 28*, SKN-1 inh 1, Neddyl block inactive, FAS-TE inh 2, MsrA act -4 and Rin1-Abl PPI inh -2.
`COc1ccc(/C=N/NS(=O)(=O)c2ccc(F)cc2)cc1CN1CCSCC1` gave CendR NRP1 mod 1, PABP1 MLLE inh -33, MT1-MMP act inh 0, E coli Lon inh -10, SKN-1 inh 8, Neddyl block inactive, FAS-TE inh -3, MsrA act -2 and Rin1-Abl PPI inh 0.
For O=C(Nc1ccc(O)cc1)c1ccc2c(c1)C(=O)N(Cc1cccnc1)C2=O the results were CendR NRP1 mod 21, PABP1 MLLE inh -9, MT1-MMP act inh 4, E coli Lon inh -11, SKN-1 inh 2, Neddyl block inactive, FAS-TE inh -4, MsrA act -1 and Rin1-Abl PPI inh -1.
`OCCc1ccc(O)cc1` gave CendR NRP1 mod 0, PABP1 MLLE inh 1, MT1-MMP act inh 1, E coli Lon inh 0, SKN-1 inh -3, Neddyl block inactive, FAS-TE inh -6, MsrA act -2 and Rin1-Abl PPI inh 3.
`C=CCNc1nc2c(c(=O)[nH]c(=O)n2C)n1CCOc1ccccc1` gave CendR NRP1 mod 9, PABP1 MLLE inh -7, MT1-MMP act inh 8, E coli Lon inh -3, SKN-1 inh 10, Neddyl block inactive, FAS-TE inh -5, MsrA act 3 and Rin1-Abl PPI inh 1.
O=C1CSC(c2ccc(F)cc2)N1c1c(F)cccc1F (stereo not drawn) was read as CendR NRP1 mod -5, PABP1 MLLE inh -8, MT1-MMP act inh 0, E coli Lon inh 10, SKN-1 inh 2, Neddyl block inactive, FAS-TE inh 0, MsrA act -5 and Rin1-Abl PPI inh 0.
O=C(CSCc1c(F)cccc1Cl)Nc1cccnc1 was read as CendR NRP1 mod 0, PABP1 MLLE inh -4, MT1-MMP act inh 1, E coli Lon inh 6, SKN-1 inh -8, Neddyl block inactive, FAS-TE inh 2, MsrA act -8 and Rin1-Abl PPI inh -3.
`COc1cccc(NC(=O)C(=O)N/N=C/c2ccc3c(c2)OCO3)c1` gave CendR NRP1 mod 11, PABP1 MLLE inh 18, MT1-MMP act inh -2, E coli Lon inh 0, SKN-1 inh -5, Neddyl block inactive, FAS-TE inh -5, MsrA act -4 and Rin1-Abl PPI inh -1.
For COc1ccc(Br)cc1CN(C)C(=O)CNC(=O)c1ccc2ccccc2c1 the results were CendR NRP1 mod 4, PABP1 MLLE inh -9, MT1-MMP act inh 4, E coli Lon inh -3, SKN-1 inh -4, Neddyl block inactive, FAS-TE inh 15, MsrA act -4 and Rin1-Abl PPI inh 2.
`COc1ccc(Cl)cc1NC(=O)CN(C)C1CCS(=O)(=O)C1` (stereo not drawn) gave CendR NRP1 mod 12, PABP1 MLLE inh -12, MT1-MMP act inh 1, E coli Lon inh 2, SKN-1 inh 7, Neddyl block inactive, FAS-TE inh -7, MsrA act -6 and Rin1-Abl PPI inh 4.
Screening CCN(CC)c1ccc(/C=N/N2CCN(Cc3ccccc3Cl)CC2)cc1 returned CendR NRP1 mod 7, PABP1 MLLE inh 9, MT1-MMP act inh -1, E coli Lon inh -9, SKN-1 inh 19, Neddyl block inactive, FAS-TE inh 28, MsrA act -2 and Rin1-Abl PPI inh 3.
`Nc1cc(=O)[nH]c(SCC(=O)NC2CCCc3ccccc32)n1` (stereo not drawn) gave CendR NRP1 mod 17, PABP1 MLLE inh 9, MT1-MMP act inh 6, E coli Lon inh -13, SKN-1 inh 12, Neddyl block inactive, FAS-TE inh -6, MsrA act -3 and Rin1-Abl PPI inh -5.
O=C(NCCS(=O)(=O)N1CCN(c2cccc(Cl)c2)CC1)c1ccco1 was read as CendR NRP1 mod -3, PABP1 MLLE inh -6, MT1-MMP act inh 0, E coli Lon inh -8, SKN-1 inh -1, Neddyl block inactive, FAS-TE inh -5, MsrA act -2 and Rin1-Abl PPI inh 0.
Screening Nc1nnc(SCC(=O)Nc2cccc(S(=O)(=O)N3CCOCC3)c2)s1 returned CendR NRP1 mod -17, PABP1 MLLE inh 7, MT1-MMP act inh 3, E coli Lon inh 3, SKN-1 inh 5, Neddyl block inactive, FAS-TE inh 0, MsrA act -2 and Rin1-Abl PPI inh 2.
CC(NC(=O)Cc1ccc([N+](=O)[O-])cc1)c1ccc2c(c1)OCO2 (stereo not drawn) was read as CendR NRP1 mod -4, PABP1 MLLE inh -6, MT1-MMP act inh -2, E coli Lon inh 2, SKN-1 inh -3, Neddyl block inactive, FAS-TE inh 37, MsrA act 1 and Rin1-Abl PPI inh 0.
For OCCc1c[nH]c2ccc(C(F)(F)F)cc12 the results were CendR NRP1 mod 12, PABP1 MLLE inh 1, MT1-MMP act inh 6, E coli Lon inh -4, SKN-1 inh -1, Neddyl block inactive, FAS-TE inh -7, MsrA act -3 and Rin1-Abl PPI inh 3.
Screening Cc1ccc(S(=O)(=O)N2CCCC2C(=O)NCCc2ccccc2)cc1 (stereo not drawn) returned CendR NRP1 mod 2, PABP1 MLLE inh 10, MT1-MMP act inh -1, E coli Lon inh 0, SKN-1 inh -1, Neddyl block inactive, FAS-TE inh -2, MsrA act -1 and Rin1-Abl PPI inh 0.
For NNC(=O)Cn1c(COc2ccc(Cl)cc2)nc2ccccc21 the results were CendR NRP1 mod 1, PABP1 MLLE inh 2, MT1-MMP act inh 1, E coli Lon inh 2, SKN-1 inh -1, Neddyl block inactive, FAS-TE inh -8, MsrA act -1 and Rin1-Abl PPI inh 3.
`COCCNC(=O)CC(NS(=O)(=O)c1ccc(C)cc1)c1ccco1` (stereo not drawn) gave CendR NRP1 mod 7, PABP1 MLLE inh -1, MT1-MMP act inh -1, E coli Lon inh 0, SKN-1 inh -33, Neddyl block inactive, FAS-TE inh -6, MsrA act 0 and Rin1-Abl PPI inh -1.
For Cc1nc2ccccn2c1C(=O)N/N=C/c1ccc2c(c1)OCO2 the results were CendR NRP1 mod 0, PABP1 MLLE inh -3, MT1-MMP act inh 3, E coli Lon inh 0, SKN-1 inh 0, Neddyl block inactive, FAS-TE inh -9, MsrA act -6 and Rin1-Abl PPI inh 4.
For OC1(c2ccc3c(c2)OCO3)CCN(Cc2ccc(F)cc2)CC1 the results were CendR NRP1 mod 6, PABP1 MLLE inh -3, MT1-MMP act inh 3, E coli Lon inh -6, SKN-1 inh -10, Neddyl block inactive, FAS-TE inh -1, MsrA act -1 and Rin1-Abl PPI inh -2.
`Cc1cc(C)cc(C(=O)Nn2cnnc2)c1` gave CendR NRP1 mod 11, PABP1 MLLE inh -2, MT1-MMP act inh -2, E coli Lon inh -1, SKN-1 inh 11, Neddyl block inactive, FAS-TE inh -3, MsrA act -1 and Rin1-Abl PPI inh -2.
`O=C(c1ccc(CSc2nc3ccncc3[nH]2)cc1)N1CCN(c2cccc(Cl)c2)CC1` gave CendR NRP1 mod -6, PABP1 MLLE inh -12, MT1-MMP act inh -4, E coli Lon inh 3, SKN-1 inh 1, Neddyl block inactive, FAS-TE inh -39, MsrA act 0 and Rin1-Abl PPI inh -2.
`CN(CC(=O)Nc1ccc(Cl)c(Cl)c1)C(=O)c1cccc2cccnc12` gave CendR NRP1 mod -9, PABP1 MLLE inh 2, MT1-MMP act inh 4, E coli Lon inh -13, SKN-1 inh -3, Neddyl block inactive, FAS-TE inh 14, MsrA act -4 and Rin1-Abl PPI inh 1.
COc1ccc(-c2cc(C(=O)NCc3ccccc3)no2)cc1OC was read as CendR NRP1 mod -3, PABP1 MLLE inh 3, MT1-MMP act inh 2, E coli Lon inh -5, SKN-1 inh 10, Neddyl block inactive, FAS-TE inh 3, MsrA act -2 and Rin1-Abl PPI inh 2.
N/C(CN1CCCC1=O)=N\OC(=O)c1ccc(Cl)c(Cl)c1 was read as CendR NRP1 mod 10, PABP1 MLLE inh 3, MT1-MMP act inh 0, E coli Lon inh -4, SKN-1 inh 13, Neddyl block inactive, FAS-TE inh -7, MsrA act -4 and Rin1-Abl PPI inh -3.
CC(=O)c1cccc(NC(=O)C2CC(=O)N(C3CCCC3)C2)c1 (stereo not drawn) was read as CendR NRP1 mod 7, PABP1 MLLE inh 16, MT1-MMP act inh -2, E coli Lon inh 10, SKN-1 inh -2, Neddyl block inactive, FAS-TE inh -5, MsrA act -8 and Rin1-Abl PPI inh 3.
Screening COc1ccc(CCNC(=O)c2ccc(CS(=O)(=O)Cc3cccc(C)c3)o2)cc1OC returned CendR NRP1 mod 1, PABP1 MLLE inh 8, MT1-MMP act inh 5, E coli Lon inh 3, SKN-1 inh 7, Neddyl block inactive, FAS-TE inh -6, MsrA act 0 and Rin1-Abl PPI inh 3.
For Cn1c(CC(=O)NNC(=O)c2ccccc2F)nc2ccccc21 the results were CendR NRP1 mod 8, PABP1 MLLE inh 6, MT1-MMP act inh 1, E coli Lon inh 5, SKN-1 inh -7, Neddyl block inactive, FAS-TE inh -6, MsrA act -2 and Rin1-Abl PPI inh 3.
For O=C(CCc1nnc(CCCCc2ccccc2)o1)NCc1cccc(F)c1 the results were CendR NRP1 mod -2, PABP1 MLLE inh -9, MT1-MMP act inh 2, E coli Lon inh -3, SKN-1 inh 6, Neddyl block inactive, FAS-TE inh 4, MsrA act -7 and Rin1-Abl PPI inh -1.
Screening CCCCNC(=O)CN1CCC2(O)CCCCC2C1c1ccccc1OC (stereo not drawn) returned CendR NRP1 mod -3, PABP1 MLLE inh 4, MT1-MMP act inh 3, E coli Lon inh -4, SKN-1 inh 5, Neddyl block inactive, FAS-TE inh -5, MsrA act -1 and Rin1-Abl PPI inh 3.
Screening CNS(=O)(=O)c1cccc(C(=O)NCC(c2ccco2)N(C)C)c1 (stereo not drawn) returned CendR NRP1 mod -2, PABP1 MLLE inh -7, MT1-MMP act inh -2, E coli Lon inh 3, SKN-1 inh 4, Neddyl block inactive, FAS-TE inh -8, MsrA act -4 and Rin1-Abl PPI inh 5.
`COc1ccc(C2/C(=C(/O)c3ccc(F)cc3)C(=O)C(=O)N2c2ccccn2)cc1OC` (stereo not drawn) gave CendR NRP1 mod 8, PABP1 MLLE inh 11, MT1-MMP act inh -1, E coli Lon inh 0, SKN-1 inh -5, Neddyl block inactive, FAS-TE inh -3, MsrA act -3 and Rin1-Abl PPI inh 0.
